# HTR2A ag – mouse HTR2A agonism via beta-arrestin recruitment. P35363. CHO-K1 mHTR2A beta-arrestin complementation, luminescence; percent of 30 µM serotonin response. activation, % at 7.6 µM. hit rate 0.66% among 360,000. AID 624169;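 active = activation above a run cutoff, the mean activation of all tested compounds plus 3 SD, cut at about 14% in these data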;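 note: 0% = plate median of compound wells and 100% = 30 µM serotonin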
# Target sequence (P35363 whole entry, looked up): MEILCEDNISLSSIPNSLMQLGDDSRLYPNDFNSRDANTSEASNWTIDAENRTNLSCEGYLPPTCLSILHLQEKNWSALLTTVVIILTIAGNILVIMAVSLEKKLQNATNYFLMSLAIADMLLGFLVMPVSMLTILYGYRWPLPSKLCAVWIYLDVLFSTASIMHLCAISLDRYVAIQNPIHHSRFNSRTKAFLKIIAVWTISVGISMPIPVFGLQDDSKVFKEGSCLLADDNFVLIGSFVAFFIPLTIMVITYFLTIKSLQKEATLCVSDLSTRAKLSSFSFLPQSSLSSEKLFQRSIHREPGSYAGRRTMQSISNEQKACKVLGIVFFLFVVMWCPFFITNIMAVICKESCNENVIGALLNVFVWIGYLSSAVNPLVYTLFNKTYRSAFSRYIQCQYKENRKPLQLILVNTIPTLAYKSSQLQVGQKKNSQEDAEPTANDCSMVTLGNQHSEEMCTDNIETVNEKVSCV
# hiPSC survival – increases survival of single human iPS cells. hit rate 0.044% among 360,000. survival enhancement, % at 20 µM. AID 602274. hiPSC single-cell survival, ATPlite luminescence; 100% = ROCK inhibitor wells, 0% = DMSO; in the data active = survival enhancement above about 18%;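 note: cells exposed to compounds for 16 hours before the ATP read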
# aDG glyco up – alpha-DG glycosylation activation; Pro5-aDG cells, alpha-DG glycosylation AlphaScreen (IIH6); 0% Pro5, 100% B10-LARGE cell signal; activation, % at 10 µM; hit rate 0.22% among 360,000; AID 624168;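 active = activation of at least 8% versus controls, or a plate z-score of at least 8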;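 note: Pro5 are CHO cells carrying HIG-tagged alpha-DG that lacks glycosylation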
# PDI turbidity – inhibitors of human protein disulfide isomerase; P07237; PDI insulin aggregation turbidity, A650, 90 min; inhibition, % at 10 µM; hit rate 0.052% among 350,000; AID 588391;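 active = mean inhibition across replicates of 30% or more, whatever share of single replicates reach that level; inconclusive = mean inhibition below 30% while every single replicate reaches 30%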;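 note: absorbance from insulin aggregation driven by PDI reduction with DTT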
# Target sequence (P07237 whole entry, looked up): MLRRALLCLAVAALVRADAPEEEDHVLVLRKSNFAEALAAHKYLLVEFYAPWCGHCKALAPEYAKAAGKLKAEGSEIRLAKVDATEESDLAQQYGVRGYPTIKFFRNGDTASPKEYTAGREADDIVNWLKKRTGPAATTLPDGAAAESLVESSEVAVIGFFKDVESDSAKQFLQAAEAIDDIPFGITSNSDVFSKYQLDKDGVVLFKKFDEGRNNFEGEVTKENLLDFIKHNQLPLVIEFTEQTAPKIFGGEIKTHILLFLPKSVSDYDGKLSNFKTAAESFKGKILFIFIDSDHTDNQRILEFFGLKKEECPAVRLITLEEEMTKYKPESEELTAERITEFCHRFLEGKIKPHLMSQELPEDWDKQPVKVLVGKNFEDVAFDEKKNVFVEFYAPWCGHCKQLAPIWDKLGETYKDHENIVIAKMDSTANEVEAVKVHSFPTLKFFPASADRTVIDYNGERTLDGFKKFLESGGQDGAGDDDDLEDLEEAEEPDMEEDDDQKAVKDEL
# Vif imaging – HIV Vif inhibition. hit rate 0.35% among 340,000. inhibition, % at 7.49 µM. HEK293T cells, Vif self-association by quenched fluorescence, imaging, 24 h; in the data active = inhibition above about 50%, passing the limit was not always enough; inconclusive = no clear call, values can overlap the other calls; inactive = below about 31%; note: some results filed as inactive read as strong as hits
# Granule exo inh – lytic granule exocytosis inhibition | TALL-104 LAMP-1 surface exposure, flow cytometry; cells stimulated with thapsigargin and PMA | inhibition, % at 10 µM | hit rate 0.66% among 360,000;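 active = inhibition above about 55%, limit read from the data; inconclusive = no clear call, values can overlap the other calls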
# Cardio protect – myocardial damage modulation in H9c2 cells. H9c2 cardiomyocytes, H2O2 injury protection, ATPLite, 2 h. protection from H2O2 cell death, % at 20 µM. hit rate 0.63% among 360,000;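 active = compounds giving at least 50% protection of heart cells from peroxide-induced death in the single-dose screen, raw or plate-pattern-corrected value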;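 note: 0% = DMSO wells with peroxide and 100% = DMSO wells without peroxide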
# CaV13 FRET inh – Disruptors of the CACNA1D IQ motif to Ca2+-dependent inactivation inhibitor domain association, primary screening, Förster resonance energy transfer in intact living … | HEK cells, CFP/YFP FRET ICDI-IQ, plate reader, 10 min; percent FRET-ratio fall versus neutral wells | inhibition, % at 12.3 µM | hit rate 0.098% among 340,000 | AID 743397;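 active = mean replicate inhibition of at least 30% and at least 1% of replicates passing that level; inconclusive = only one of the two criteria is met; inactive = neither criterion is met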;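 note: 0% = median of the neutral control wells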
# Glyco luc inh – blocks N-linked glycosylation in D54 reporter cells; D54 ERlucT glycosylation luciferase reporter, 24 h; percent of 100 nM tunicamycin response; reporter increase, % at 12.5 µM; hit rate 0.23% among 360,000; AID 588692;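 active = mean luciferase reporter signal, scaled so untreated is 0 and the glycosylation-blocking control 100, at or above a set limit in every replicate; inconclusive = mean reaches the limit but not every replicate does; inactive = mean below the limit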;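 note: luciferase carries N-glycosylation sites so blocking glycosylation raises the light; 0% = median of neutral control wells and 100% = median of 100 nM tunicamycin wells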
# ABCB6 inh 2 – inhibitors of human ABC transporter ABCB6. Q9NP58. K562-ABCB6 porphyrin accumulation, flow cytometry, 1 h; stronger effect = lower value. fluorescence ratio to DMSO, % at 10 µM. hit rate 0.19% among 360,000;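 active = fluorescence ratio to DMSO below 75%, the collection mean minus 3 SD; inconclusive = too few cells collected in the well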;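 note: signal is porphyrin accumulated inside mitochondria; 100% equals median channel fluorescence of DMSO control wells; lower ratio means ABCB6 inhibition with less porphyrin fluorescence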
# Starred values were filed as active, the others as inactive; ? = inconclusive; nt = no result given.
SMILES,HTR2A ag,hiPSC survival,aDG glyco up,PDI turbidity,Vif imaging,Granule exo inh,Cardio protect,CaV13 FRET inh,Glyco luc inh,ABCB6 inh 2
Cc1ccc(NC(=S)NCc2ccccc2)cc1C,1,-0.4,0.3,8,0,-2,-2,-4,-2,98
Cc1ccc(S(=O)(=O)NCc2ccccn2)c(C)c1C,2,-0.7,0.0,6,5,2,0,-20,0,97
CCN(CC)C(=O)[C@H]1C[C@H](CC(=O)NCc2cccc(C(F)(F)F)c2)C(=O)N2CCc3c([nH]c4ccc(Cl)cc34)[C@]12C,1,-1.9,0.3,24,-3,22,-11,-5,0,109
Clc1cc2cccnc2c2ncccc12,-6,-0.1,2.7,3,-2,2,32,-7,-10,97
COc1cccc(CNC(=S)Nc2cc(OC)ccc2OC)c1,-1,-1.4,-0.1,-3,-2,-1,0,-5,-2,93
CCn1ncc(Br)c1C(=O)Nc1ccccc1C(F)(F)F,2,0.8,0.0,0,-5,-1,-2,-9,-2,111
Cc1cc(C(=O)NC(CC(C)C)C(=O)O)cc(C)c1[N+](=O)[O-] (configuration not stated),-3,-0.4,-0.2,-2,4,4,3,-2,8,97
Cc1ccccc1S(=O)(=O)Cc1ccc(C(=O)NCCCN2CCCC2)o1,0,-0.2,-0.4,5,3,0,7,-2,-1,95
COC(=O)C1C(=O)C=C(Nc2ccc(F)cc2F)CC1c1ccc(OC)cc1 (configuration not stated),0,0.5,-0.1,-7,-13,-11,-4,-5,0,99
CC(C)COP(=O)(c1ccc(N(C)C)cc1)C(Nc1ccccc1)c1ccccc1 (configuration not stated),0,-2.7,0.4,8,0,2,2,-5,0,101
COc1ccccc1-c1nc(SCC(=O)N2CCC(C(N)=O)CC2)n[nH]1,-1,-3.1,-0.2,2,-10,10,10,-3,1,98
COCCNC(=O)CN(C(=O)c1ccc(N2CCCC2)nc1)c1ccccc1,3,0.1,1.8,-3,3,4,11,9,0,98
O=C(c1ccc2c(=O)n(-c3ccccc3)c(=S)[nH]c2c1)N1CCN(c2ccccc2)CC1,3,-0.8,0.1,0,8,2,-11,-2,-1,94
Cc1ccc(CCN2CC(C(=O)NCc3ccc4c(c3)OCO4)CC2=O)cc1 (configuration not stated),2,-0.5,0.1,-2,-3,2,7,1,1,103
C[C@H]1CN([C@@H](C)CO)S(=O)(=O)c2ccc(Br)cc2O[C@H]1CN(C)C(=O)CN(C)C,-1,-1.3,10*,nt,2,-14,2,-9,3,102
COc1ccc(S(=O)(=O)/C(C#N)=C/Nc2ccc(NC(C)=O)cc2)cc1,5,-0.5,-0.1,9,12,2,-1,-4,-3,97
CCCCn1c(CN2CCN(C(=O)OCC)CC2)nc2c1c(=O)[nH]c(=O)n2C,1,3.9,0.0,9,2,1,1,-6,2,99
CCN(CC)C(=O)Nc1cnc2ccccc2c1,-1,3.6,-0.1,2,-21,4,0,nt,0,96
CC(=O)OCCn1c(C)[n+](CCOC(C)=O)c2cc(Cl)c(Cl)cc21,-2,6.8,0.0,10,4,4,1,8,2,97
O=c1c2ccccc2nc(SCc2ccc([N+](=O)[O-])cc2)n1-c1ccc(Cl)cc1,-5,-0.2,0.4,-5,-3,4,0,-4,-3,102
Cc1cc(C(=O)OCC(=O)Nc2nc(-c3ccccc3)cs2)c(C)o1,1,-1.0,-0.1,4,-6,3,-19,nt,1,102
Cc1csc(NC(=O)c2cccn2C)n1,3,-0.8,-0.1,2,-9,-3,-2,-7,-5,93
CCN(C(=O)CSc1nc(C)cc(=O)[nH]1)C1CCCCC1,-1,2.1,-0.4,1,17,0,5,-4,1,98
COC(=O)c1cnn2c(C(F)(F)F)cc(-c3ccco3)nc12,-5,3.0,0.3,7,-4,1,21,-5,2,93
COc1cc(OC)c(C(=O)NC2CCCc3ccccc32)cc1OC (configuration not stated),3,0.4,0.2,-6,43,-7,6,-4,4,96
CC(C)(C)NC(=O)CSCc1ccc(Br)cc1,-1,-0.5,0.3,-7,6,1,-3,4,2,100
CCN1CCN(C(=O)c2nn(C)c3c2CS(=O)(=O)c2ccccc2-3)CC1,2,0.2,0.2,9,3,0,3,-2,-2,100
Cc1ccc(S(=O)(=O)N2CCOC23CCN(C(=O)c2ccccc2Br)CC3)cc1,-5,0.3,0.1,4,-9,8,-6,-3,-1,98
CCOCCCn1c(=NC(C)=O)c(C#N)cc2c(=O)n3ccccc3nc21,1,1.4,-0.1,-4,0,-8,1,2,2,95
Cc1ccc(CSc2nc3ccccc3c(=O)n2C)cc1,4,0.2,0.9,14,-11,-24,-16,-13,-5,105
Cc1ccc(S(=O)(=O)N2CCOC2C(Cl)(Cl)Cl)cc1 (configuration not stated),-4,2.5,0.0,-2,-1,-8,1,-4,-1,88
Cc1cccc(Oc2nc(-c3ccncc3)nc3ccccc23)c1,-5,-0.2,0.1,3,-14,20,-1,-6,-6,96
COc1ccc(-c2nnc(S/C(=C/c3ccc(Cl)cc3)C(=O)O)o2)cc1,-2,-0.3,-0.4,2,0,9,-9,-4,1,100
COCC1CCN(Cc2nc(Cc3ccccc3Cl)no2)CC1,5,1.5,0.3,-10,23,-11,4,-4,0,102
CCOc1ccc(S(=O)(=O)NCc2ccc3c(c2)OCO3)cc1,-2,-0.6,0.0,-3,5,2,-11,-5,0,95
O=C(CSc1nncs1)Nc1ccc(N2CCCCC2)cc1,-6,0.2,-0.2,1,-5,-5,-20,-2,1,89
COc1ccc(C2SCC(=O)N2c2c(C)n(C)n(-c3ccccc3)c2=O)cc1OC (configuration not stated),3,-2.8,-0.2,0,5,-3,2,-9,1,101
COc1cc(/C=N/NC(=O)CC23CC4CC(CC(C4)C2)C3)cc(Br)c1OCC(=O)N(C)C,1,-1.9,0.2,13,-3,6,-7,-3,-5,95
CCc1ccccc1N(C(=O)c1snc(C(N)=O)c1N)C(C(=O)NCC1CCCO1)c1ccc(OC)c(OC)c1 (configuration not stated),1,-0.5,0.0,-4,-16,8,-3,-7,-3,95
Cc1coc2c1c(C)cc1oc(=O)c(CC(=O)NCCC(=O)O)c(C)c12,-5,0.0,-0.1,3,9,-3,-2,-4,-1,88
Cc1ccc(CN2C(=O)CCC2C(=O)N2CCN(c3ccccc3)CC2)cc1 (configuration not stated),3,-0.7,-0.1,-3,0,-3,-6,-3,1,94
Cc1ccc(C(=O)O)cc1NCc1ccncc1,4,-0.2,-0.1,-6,3,-3,7,-11,1,101
CC1CCN(CCCNC(=O)c2n[nH]c(=O)c3ccccc23)CC1,-1,3.6,0.1,6,nt,0,72*,-5,-2,107
CCCCSc1nc2c(c(C(F)(F)F)c1C#N)CCC2,-1,-1.6,0.0,14,9,5,-14,-4,-6,101
O=C(NCc1ccco1)Nc1cccc([N+](=O)[O-])c1,1,6.6,-0.1,-1,-4,0,0,-20,0,93
COc1ccc(NC(=O)C[C@H]2C(=O)N(Cc3ccccc3)C[C@@H]2C)cc1,0,0.7,0.2,10,8,2,9,-7,2,101
Cc1cccc(-c2nnc(SCC(=O)C(C)(C)C)n2C)c1,12,0.5,-0.1,-1,nt,0,4,-5,2,100
COn1c(=O)c(-c2ccccc2)[n+]([O-])c2ccccc21,-4,-0.8,-0.1,-6,51*,12,6,-5,2,95
CCCCn1c(N)c(N(CCOC)C(=O)CSc2nnc(-c3ccc(C(C)(C)C)cc3)n2N)c(=O)[nH]c1=O,-7,-0.5,-0.1,2,6,-2,-1,nt,0,104
Cc1c(C(=O)c2ccc(F)cc2F)c2ccccn2c1CCC#N,-5,0.0,0.0,3,-18,-22,-5,-3,-1,101
CCCCC(=O)NCCc1ccc(OC)cc1,1,-1.4,0.0,-3,1,-1,-5,-2,1,95
CC1(C(=O)NS(=O)(=O)c2ccccc2)CCN1C(=O)Cc1ccc(Cl)cc1Cl (configuration not stated),2,2.2,0.0,8,-15,2,-3,-10,0,101
CN(Cc1ccon1)Cc1cn(Cc2ccccc2)nc1-c1ccc2c(c1)OCO2,1,1.5,-0.1,12,nt,0,1,-3,0,104
Cc1nnc2sc(SCc3cccc(Cl)c3)nn2c1=O,-2,-0.8,-0.1,2,0,-2,4,-5,5,95
O=C(COC(=O)CCC(=O)c1ccc(Cl)cc1)NCc1ccco1,9,-1.9,2.5,-5,-4,5,-4,-5,0,99
COc1ccc(S(=O)(=O)N2CCOC2CNC(=O)C(=O)NCc2ccc(F)cc2)cc1OC (configuration not stated),-3,0.2,-0.3,2,-1,6,-3,-5,-3,96
Nc1cc(OC(=O)c2cccs2)nn1S(=O)(=O)c1ccccc1,-2,2.8,-0.1,6,4,0,-2,-5,5,87
O=C(NCc1ccc2c(c1)OCO2)c1cc(-c2ccc(Cl)cc2Cl)on1,0,-0.7,-0.1,5,nt,3,-5,nt,1,95
C[C@H]1CN=C(Nc2ccccc2)N1CC1CCCCCC1,-5,1.3,0.1,2,2,-3,-10,-11,-2,99
CCN(CC(=O)Nc1ccc(NC(C)=O)cc1)C(=O)Cc1coc2cc(C)c(C)cc12,3,0.2,-0.4,2,nt,2,-3,-6,1,92

# Next part.
SMILES,HTR2A ag,hiPSC survival,aDG glyco up,PDI turbidity,Vif imaging,Granule exo inh,Cardio protect,CaV13 FRET inh,Glyco luc inh,ABCB6 inh 2
CC(C)(C)NC(=O)CCN1CCOCC1,5,-1.9,0.1,16,9,5,2,nt,-1,97
CC(C)(C)c1ccc(C(=O)NCc2nnc(SCC(=O)NC3CCCC3)o2)cc1,-1,0.0,-0.2,3,?,0,-1,-6,-1,88
CCOC(=O)c1ccc(-n2c(N)c(C(=O)NCc3ccco3)sc2=S)cc1,-1,-1.4,0.0,-4,9,-2,-1,-8,1,106
COCCn1c(=S)[nH]c2cc(C(=O)NCCc3ccccc3)ccc2c1=O,2,-0.4,0.0,-13,-8,3,-2,-2,3,101
COc1ccc(CNC(=O)CN2C(=O)CC(c3ccccc3)=Nc3ccccc32)cc1,4,-0.7,-0.1,5,1,-2,-2,-3,0,97
CCN(c1ccccc1)S(=O)(=O)c1ccc(C(=O)NCCCn2ccnc2)cc1,-1,0.2,-0.6,-1,9,-4,6,-6,0,102
CCOc1ccc(NC(C)=O)cc1,3,-0.4,-0.1,-2,-3,-7,-4,-6,2,101
CN(CC(=O)Nc1ccccc1Cl)C(=O)COC(=O)c1ccc(Cl)nc1,-4,-0.1,0.0,-7,9,0,-2,-7,-1,95
COc1cccc(NS(=O)(=O)c2ccc3c(c2)CC(=O)N3)c1,-4,-0.4,0.4,-5,-5,-10,2,-1,-1,95
COc1cccc(NC(=O)COC(=O)C2CC2)c1,-4,-0.4,0.2,-12,0,0,10,-2,2,99

# Bioassay records (PubChem)
